# Assay outcomes (PubChem BioAssay)
# MDM2 E3 inh = MDM2-luciferase reporter signal enhancers, primary screen, MDM2 E3 ligase inhibitor project, cell-based, luminescence, 1536-well; cell-based MDM2 ubiquitination luciferase reporter, 2 h; 0 = plate control, 100 = twice control, blank-subtracted; 210,000 tested, 0.11% active; signal enhancement, % at 5 µM;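 active = signal enhancement of 30% or more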;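 note: luminescence tracks abundance of the self-degrading MDM2-luciferase fusion protein; higher signal means inhibition of MDM2 E3 ligase activity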
# Target sequence (Q00987 whole entry, looked up, the tested form may be a part): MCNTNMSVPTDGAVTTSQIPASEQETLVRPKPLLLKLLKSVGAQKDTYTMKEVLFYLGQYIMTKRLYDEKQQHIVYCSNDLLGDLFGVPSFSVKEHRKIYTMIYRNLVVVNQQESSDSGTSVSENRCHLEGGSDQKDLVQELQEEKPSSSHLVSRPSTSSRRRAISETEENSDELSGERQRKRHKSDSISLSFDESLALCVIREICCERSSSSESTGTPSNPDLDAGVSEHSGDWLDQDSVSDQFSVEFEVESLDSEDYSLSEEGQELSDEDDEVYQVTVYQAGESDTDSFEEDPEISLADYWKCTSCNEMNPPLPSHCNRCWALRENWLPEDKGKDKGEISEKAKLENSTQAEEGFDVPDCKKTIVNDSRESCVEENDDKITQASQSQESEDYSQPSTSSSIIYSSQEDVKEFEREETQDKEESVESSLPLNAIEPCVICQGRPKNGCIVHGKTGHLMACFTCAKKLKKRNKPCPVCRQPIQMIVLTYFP
#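 Assay system: stable mammalian line carrying autodegrading MDM2–luciferase fusion reporter; amount: 2000 cells seeded into each well; buffer or medium: DMEM; benchmarks: plate control and blank wells; signal: luciferase luminescence; timing: 2 h compound exposure at 37 °C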
# Runt-CBFb FRET = inhibitors of RUNX1 Runt–CBFb binding, primary screen, biochemical, FRET, Cerulean-Runt, Venus-CBFb, uHTS. Runt-related transcription factor 1 (Homo sapiens) + Core-binding factor subunit beta …. Cerulean-Runt/Venus-CBFb FRET ratio 530/480, 1 h. inhibition, % at 20 µM. 220,000 tested, 0.46% active;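 active = inhibition over about 50% at 20 µM in the single-dose screen, limit read from the data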;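 note: 0% = DMSO wells and 100% = excess unlabeled CBFb competitor control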
#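 Schedule: protein complex preformed 1 h, compound exposure 1 h, room temperature, dark; test system: Cerulean-labeled Runt domain protein; amount: 100 nM per protein; buffer or medium: Tris 50 mM pH 7.5, KCl, K2SO4, 0.01% BSA; read-out: loss of energy transfer signal; detection: FRET fluorescence; controls: 5 µM unlabeled CBFb as full-inhibition high control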
# RBBP9 inh = human RBBP9 inhibitors, primary screen, biochemical, fluorescence polarization, FP-Rh probe, HTS; recombinant RBBP9; 220,000 tested, 0.2% active; AID 1515, 2009; Serine hydrolase RBBP9 (Homo sapiens), O75884; inhibition, % at 7.94 µM;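 active = inhibition above the campaign mean of all tested compounds plus 3 SD, cut at about 14% in these data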;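 note: plate controls were DMSO wells with RBBP9 for no effect and wells lacking RBBP9 protein for full effect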
# Target sequence (O75884 whole entry, looked up): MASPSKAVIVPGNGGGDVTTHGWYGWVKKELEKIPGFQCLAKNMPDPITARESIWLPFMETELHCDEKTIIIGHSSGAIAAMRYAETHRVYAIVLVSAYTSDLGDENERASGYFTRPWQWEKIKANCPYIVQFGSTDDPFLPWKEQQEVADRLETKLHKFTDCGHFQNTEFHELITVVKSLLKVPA
#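 Test system – recombinant human RBBP9 · Input – RBBP9 2.5 µM in dispensing solution, pre-mixing · Medium – Tris buffer pH 8.0, NaCl, Pluronic · Schedule – preincubation 30 min plus labeling 45 min at 25 °C · Measured by – fluorescence polarization · Measure – % inhibition · Controls – DMSO and no-protein wells · Replicates – one well per compound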
# NPY1 pot ag = NPY-Y1 receptor potentiators or agonists, primary screen, cell-based; Neuropeptide Y receptor type 1 (Homo sapiens), P25929; NPY-Y1 expressing cells, potentiator/agonist activation; activation, % at 3.6 µM; 220,000 tested, 0.37% active; in the data active = activation above about 33%, passing the limit was not always enough;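 note: cells stimulated with NPY at EC10 then isoproterenol at EC100; 0% = low agonist plus stimulus and 100% = saturating agonist plus stimulus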
# NPY Y1 blocker = NPY-Y1 receptor antagonists, primary screen, cell-based; HEK293-CNG Y1 cells, membrane potential fluorescence; NPY at EC95, then isoproterenol; inhibition, % at 3.6 µM; AID 1040, 2008; 200,000 tested, 1% active;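 active = inhibition above the campaign mean inhibition of all tested compounds plus 3 SD, cut at about 20% in these data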;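 note: 0% = DMSO wells given NPY plus isoproterenol and 100% = isoproterenol alone without NPY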
#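 System: HEK293 cells with Y1 receptor plus CNG channel / Probe or stimulus: NPY 25 nM then isoproterenol 1 µM plus Ro 20-1724 25 µM / Compound: one concentration, 3.6 µM, in 0.4% DMSO / Schedule: compound incubation 1 h at room temperature, readout 45 min post-stimulation / Measured by: membrane potential fluorescence / Read-out: % inhibition of NPY effect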
# NPY2 pot ag = NPY-Y2 potentiators or agonists, primary screen, cell-based | Neuropeptide Y receptor type 2 (Homo sapiens), P49146 | 220,000 tested, 0.45% active | activation, % at 3.6 µM | AID 1359, 2008 | cells expressing NPY-Y2, potentiator/agonist read-out; in the data active = activation above about 27%;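 note: cells stimulated with NPY near EC25 plus isoproterenol at EC100; 0% = vehicle plus submaximal agonist and 100% = vehicle plus saturating agonist; some results beyond the cut were filed as inactive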
# Target sequence (P49146 whole entry, looked up): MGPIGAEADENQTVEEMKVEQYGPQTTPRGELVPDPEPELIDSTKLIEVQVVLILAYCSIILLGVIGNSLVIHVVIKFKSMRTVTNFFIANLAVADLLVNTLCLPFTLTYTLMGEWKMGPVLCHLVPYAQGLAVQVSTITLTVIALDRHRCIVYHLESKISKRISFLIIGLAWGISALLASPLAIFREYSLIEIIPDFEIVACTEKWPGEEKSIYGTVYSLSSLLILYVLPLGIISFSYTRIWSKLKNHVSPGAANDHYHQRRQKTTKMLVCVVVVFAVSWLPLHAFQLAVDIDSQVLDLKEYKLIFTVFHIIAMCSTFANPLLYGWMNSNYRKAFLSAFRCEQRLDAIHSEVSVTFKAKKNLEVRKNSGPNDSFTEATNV
# Hck Nef HTS = inhibitors of Nef-activated human Hck kinase, primary screen, biochemical, Z-Lyte FRET, 384-well, Hck-YEEI. AID 463187, 2010. Recombinant Hck-YEEI plus Nef, Z-Lyte FRET kinase assay. inhibition, % at 20 µM. Tyrosine-protein kinase HCK (Homo sapiens), P08631. 220,000 tested, 0.68% active;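 active = Hck-Nef kinase inhibition above about 50%, limit read from the data; inactive = inhibition below that limit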;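 note: 0% = DMSO with Hck plus Nef and 100% = Hck alone without Nef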
# Runt-SMMHC FRET = inhibitors of RUNX1 Runt–CBFb-SMMHC binding, primary screen, biochemical, FRET, Cerulean-Runt, Venus-CBFb-SMMHC, uHTS; Runt-related transcription factor 1 (Homo sapiens) + Core-binding factor subunit beta …; Cerulean-Runt/Venus-CBFb-SMMHC FRET ratio 530/480, 1 h; inhibition, % at 20 µM; 220,000 tested, 0.74% active; AID 1434, 2008;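 active = mean inhibition across duplicate retests at 20 µM reaching about 50%, limit read from the data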;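 note: 0% = DMSO wells and 100% = wells with excess untagged CBFb-SMMHC; inhibitors lower the FRET ratio by blocking Runt binding to CBFb-SMMHC; some results filed as inactive read as strong as hits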
# p97 inhibitor = inhibitors of human p97 ATPase, primary screen, biochemical; Transitional endoplasmic reticulum ATPase (Homo sapiens), P55072; recombinant p97 ATPase, Kinase-Glo ATP luminescence, 3 h; inhibition, % at 8 µM; 220,000 tested, 0.42% active; AID 1481, 2009; in the data active = inhibition above about 15%;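 note: 0% = DMSO vehicle and 100% = wells lacking enzyme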
# The depositor's hits bear a star; . = no result given.
# Start of the data: the first three compounds (preview)
item	Structure	MDM2 E3 inh	Runt-CBFb FRET	RBBP9 inh	NPY1 pot ag	NPY Y1 blocker	NPY2 pot ag	Hck Nef HTS	Runt-SMMHC FRET	p97 inhibitor
1	O=C(NNC1=NCCC1)c1cccc(S(=O)(=O)N2CCCC2)c1	4	-1	-6	-16	-3	9	2	0	8
2	Cc1nc2n[nH]c(N)c2c2c1CCCC2	5	3	-4	-8	.	-39	2	1	-5
3	CC(=O)C1C(c2ccc(C)cc2)c2c(noc2C)CC1(C)O (stereo unspecified)	-13	0	-7	7	-1	5	28	0	1

# All compounds of this part, from the start:
item	Structure	MDM2 E3 inh	Runt-CBFb FRET	RBBP9 inh	NPY1 pot ag	NPY Y1 blocker	NPY2 pot ag	Hck Nef HTS	Runt-SMMHC FRET	p97 inhibitor
1	O=C(NNC1=NCCC1)c1cccc(S(=O)(=O)N2CCCC2)c1	4	-1	-6	-16	-3	9	2	0	8
2	Cc1nc2n[nH]c(N)c2c2c1CCCC2	5	3	-4	-8	.	-39	2	1	-5
3	CC(=O)C1C(c2ccc(C)cc2)c2c(noc2C)CC1(C)O (stereo unspecified)	-13	0	-7	7	-1	5	28	0	1
4	CCC(C)NC(=O)CC(c1ccc(OC)cc1)n1cccc1 (stereo unspecified)	-12	0	-2	-15	4	-2	1	3	3
5	COC(=O)c1ccc2c(=O)n(Cc3ccco3)c(SCC(=O)Nc3ccccc3Cl)nc2c1	-9	2	-3	-4	-3	-25	22	2	-2
6	Cn1c(CCCOc2ccc(Cl)cc2Cl)n[nH]c1=S	11	5	-10	21	-1	1	23	10	3
7	COc1ccc(C2CC(=O)Nc3cc(C)c(C)cc32)c(OC)c1OC (stereo unspecified)	-8	-1	3	10	5	-7	-19	1	-5
8	CCc1nn(C(C)C(=O)NCCN2CCN(c3cccc(C)c3C)CC2)c(=O)c2cc3occc3n12 (stereo unspecified)	-12	-1	-11	-17	2	-1	-3	0	-1
9	CCc1ccc2c(c1)CCCN2C(=O)c1ccccc1C(=O)O	-17	0	0	15	-4	-1	5	-7	5
10	COc1ccc(OC)c(CCNC(=O)Cn2sc3nc(C)cc(C)c3c2=O)c1	-4	-43	9	-2	2	4	-3	48	-1
11	COc1ccc(Br)cc1C(=O)Nc1cccc(NC(=O)c2ccco2)c1	-18	0	-22	-9	-2	-14	-1	-1	1
12	CCN1C(=O)/C(=C\N2CCCc3ccccc32)SC1=S	-3	-2	3	9	3	-16	-1	0	1
13	CC(=O)NC(Nc1c(C)n(C)n(-c2ccccc2)c1=O)C(Cl)(Cl)Cl (stereo unspecified)	4	-2	2	-1	-2	0	7	1	1
14	C/C(=N\Nc1cccc(C(=O)O)c1)c1ccc(Cl)s1	.	2	7	4	-3	-14	-2	1	10
15	O=C(COc1ccc([N+](=O)[O-])cc1)NNC(=S)NC(=O)c1ccc(Br)cc1	-8	37	-9	14	2	13	-5	11	6
16	O=C(O)c1ccccc1Cc1nc2cc(Cl)ccc2c(=O)[nH]1	.	1	5	2	2	-7	0	0	7
17	Cc1[nH]c2ccccc2c1N=Nc1ccccc1C(=O)O	-8	52*	-4	28	2	10	-2	-20	7
18	O=C(Cc1ccccc1[N+](=O)[O-])NCCC1=CCCCC1	0	-2	-13	4	2	9	-6	-2	-4
19	COC(=O)c1cc2c(ccn2-c2ccc(F)cc2)n1C(C)C	-7	.	-2	-9	35*	-2	0	-6	-1
20	Clc1ccccc1SCc1nc2ccccc2[nH]1	-14	1	-8	4	1	10	-1	0	2
21	CC1Cc2cc(C(=O)O)ccc2O1 (stereo unspecified)	1	-1	-3	17	-7	-14	-2	-2	0
22	N#CC1=C(N)C(C#N)(C#N)[C@H](c2cccnc2)[C@H]2CN(C(=O)OCc3ccccc3)CC=C12	13	13	-9	-1	-7	10	11	7	14
23	COc1ccc(Cl)cc1N(CC(=O)NCC(C)C)S(=O)(=O)c1ccc(C)c([N+](=O)[O-])c1	-7	0	-2	-15	1	-2	2	2	0
24	CCOc1ccccc1C1C(C(=O)Nc2ccc(OC)cc2)=C(C)Nc2nc(CCCO)nn21 (stereo unspecified)	-15	.	-9	-15	-4	-13	20	6	-3
25	CCN(CC)S(=O)(=O)c1ccc(C(=O)NCc2cccs2)cc1	-9	-2	-1	-8	5	13	2	0	3
26	COc1ccccc1C(=O)Nc1cccc(Oc2c(F)c(F)c(F)c(F)c2F)c1	.	-1	-14	-13	.	-5	23	2	-1
27	CCOC(=O)CCCCC(=O)c1[nH]c(=O)[nH]c1CN1CCOCC1	5	1	5	9	6	7	2	2	3
28	O=c1c2ccccc2nc(N/N=C/c2ccc(O)cc2)n1O	-48	46	-5	2	-5	-25	0	21	-3
29	O=C(c1ccc(-n2cccc2)cc1)N1CCCCC1	-3	-1	3	15	2	-3	-15	-4	4
30	COc1ccc(N(CCC(=O)O)S(=O)(=O)c2ccc(C)c(C)c2)cc1	-6	1	-6	-4	.	-14	11	-3	6
31	O=S(=O)(NCCc1ccncc1)c1ccc(S(=O)(=O)N2CCCCCC2)cc1	-12	-3	-6	-4	-7	20	2	-4	-2
32	COc1ccc(Cc2nnc(NC(=O)C3CCCO3)s2)cc1 (stereo unspecified)	-16	1	7	22	-4	-6	1	2	11
33	C#CCNC(=O)C1CCN(c2ccc(S(=O)(=O)N3CCOCC3)cc2Cl)CC1	-6	0	-6	14	5	6	22	-4	5
34	COc1ccc(-c2cc3nc(C4CCN(C(=O)OC(C)(C)C)CC4)c(C(=O)O)cn3n2)cc1	-14	-5	-12	-12	3	-15	4	-3	-1
35	CCOC(=O)C1C(c2ccc(OC)c(OC)c2)c2c([nH][nH]c2=O)CC1(C)O (stereo unspecified)	-15	2	-11	4	.	9	6	8	-3
36	CN1C(=O)C(CC(=O)NC2CCCCC2)N(C)C1=O (stereo unspecified)	-22	-1	-5	-10	0	-8	-19	0	-2
37	N#CCCn1cc(C(CC(=O)c2ccccc2)C(=O)O)c2ccccc21 (stereo unspecified)	.	1	-8	3	11	-10	1	1	-4
38	Clc1cccc(CSc2nnc(-c3cccnc3)n2Cc2ccco2)c1	-15	15	-2	-15	9	6	4	4	4
39	CCOC(=O)N1CCN(C2=NC3(CCCCC3)C(C#N)C(=O)N2)CC1 (stereo unspecified)	-5	1	-4	20	3	10	0	-2	2
40	CCOc1ccc(/C=N/NC(=O)c2csc(C)c2C)c(OCC)c1	-25	2	-8	6	1	-4	1	1	-8
41	O=C(N/N=C/c1ccccc1)NC1CCCCC1	-8	0	-4	2	-4	4	1	-5	-2
42	CS(=O)(=O)N1Cc2ccccc2CC1C(=O)O (stereo unspecified)	-19	-1	9	10	1	9	18	-1	5
43	N#CCCN(Cc1cccnc1)C(=S)Nc1ccccc1Cl	-93	2	-3	11	10	5	12	3	5
44	Cn1ncc(Cl)c1C(=O)N/N=C/c1cc2c(cc1[N+](=O)[O-])OCO2	8	14	-8	5	3	0	23	10	3
45	N#Cc1c(N2CCCC2)ccc(Br)c1Cl	-21	-1	-2	0	.	-30	6	-6	10
46	CCC(/C=N/NC(=O)C(=O)N/N=C/C(CC)CC)CC	-9	-1	-4	-27	5	8	3	3	1
47	CN(Cc1ccccc1)S(=O)(=O)c1cccs1	-12	1	2	8	5	-8	-2	8	4
48	O=c1cc(CO)oc(C(Nc2ccccn2)c2cccc(F)c2)c1O (stereo unspecified)	-26	14	-6	18	6	12	1	18	7
49	CC1CCCN(c2nc3c(c(=O)n(C)c(=O)n3C)n2CCSc2nc3ccccc3o2)C1 (stereo unspecified)	1	-5	3	11	2	3	2	-4	3
50	Clc1ccc(C2=NN(c3ccccc3)C(c3ccco3)C2)cc1 (stereo unspecified)	-18	16	2	3	.	13	60*	84	9
51	CSc1n[nH]c(NC(C)=O)n1	1	0	-2	-4	-1	4	1	-2	2
52	Cc1ccc(C(=O)N(CC(=O)NC2CCCC2)c2ccccc2C)s1	2	-2	-11	12	-1	-9	-5	-5	0
53	CC1(C)CC(=O)C(C=NCCc2ccccn2)=C(O)C1	-20	0	-2	-11	0	-9	2	-4	6
54	CCOC(=O)C1CCN(C(=O)c2ccc(Cl)c(Cl)c2)CC1	-10	1	0	-7	-1	23	-1	8	-1
55	CCCCC(=O)c1c(O)c2ccccc2oc1=O	-24	-1	-5	-14	3	4	8	-2	7
56	Cc1cccc(C2=N/C(=C/c3cccs3)C(=O)O2)c1	14	0	3	-11	0	-13	21	-1	-4
57	CC1CCc2nc(/C(C#N)=C/c3cccnc3)sc2C1 (stereo unspecified)	-2	4	-3	-6	1	-4	13	10	-3
58	CCNC(=O)NC(=O)C(C)OC(=O)c1cccnc1SC (stereo unspecified)	.	.	-3	-10	0	-6	1	.	-3
59	CC1=C(C(=O)Nc2ccc(C)cc2C)C(c2ccc(C)o2)NC(=O)N1 (stereo unspecified)	4	1	-11	-13	4	-6	-2	-1	-5
60	COc1cc(/C=C2\CC/C(=C\c3cc(OC)c(OC)c(OC)c3)C2=O)cc(OC)c1OC	4	-37	8	-30	-1	9	4	-63	0
61	C=CCN(CC=C)CCCOc1ccc(Br)cc1Cl	0	-2	12	3	7	-6	-2	-3	-1
62	CCOCCCNC(=O)C(c1ccc(OC)cc1)N(Cc1ccc2c(c1)OCO2)C(=O)c1ccccc1O (stereo unspecified)	-16	-2	-2	-7	-4	-3	6	-2	-1
